NTR1 agonist = agonists of NTR1, primary screen, imaging, U2OS cells, beta-arrestin-GFP, high content (AID 493036); Neurotensin receptor type 1 (Homo sapiens), P30989; NTR1-U2OS beta-arrestin-GFP spot imaging, agonist mode; activation, % at 20 µM; 0.17% of 330,000 active;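 active = activation at or above 40% of the spot to cytoplasm intensity ratio, with at least 20 cells analyzed; inconclusive = wells under 20 cells, flagged as cytotoxic or low count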;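 also: 0% = DMSO without peptide and 100% = 100 nM NTR1 peptide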
Target sequence (P30989 whole entry, looked up): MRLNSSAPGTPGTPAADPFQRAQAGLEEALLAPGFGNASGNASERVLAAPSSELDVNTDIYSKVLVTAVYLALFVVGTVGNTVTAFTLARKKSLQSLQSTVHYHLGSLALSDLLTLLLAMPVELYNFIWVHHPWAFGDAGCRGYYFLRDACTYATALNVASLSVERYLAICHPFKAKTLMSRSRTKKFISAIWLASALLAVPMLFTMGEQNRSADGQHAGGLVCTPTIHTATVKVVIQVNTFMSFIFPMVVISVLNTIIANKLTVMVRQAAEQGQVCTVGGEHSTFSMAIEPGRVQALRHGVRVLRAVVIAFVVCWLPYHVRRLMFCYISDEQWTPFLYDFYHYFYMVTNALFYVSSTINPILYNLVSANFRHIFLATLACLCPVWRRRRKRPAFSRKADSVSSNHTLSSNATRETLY
LYP inhibition = inhibitors of LYP phosphatase, biochemical, fluorescence intensity, uHTS (AID 1779); Tyrosine-protein phosphatase non-receptor type 22 (Homo sapiens); recombinant LYP phosphatase, fluorescence intensity; higher % means a stronger effect; inhibition, % at 11.5 µM; hits with a dose series show IC50 in µM; 0.054% of 290,000 active; in the data active = inhibition above about 50%;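 also: plate controls were vehicle with enzyme for no effect and no enzyme for full effect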
Salmonella PhoP GFP = inhibitors of PhoP regulon expression, primary screen, Salmonella Typhimurium, GFP reporter (AID 1863); S. Typhimurium PhoP-regulated promoter GFP reporter, 4 h; higher % means a stronger effect; inhibition, % at 50 µM; hits with a dose series show IC50 in µM; 0.16% of 300,000 active;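 active = inhibition over 29.93%, a cutoff 3 SD above the screen mean, later confirmed by dose response; inconclusive = inhibition over 29.93% but no dose response follow-up; inactive = inhibition at most 29.93% or unconfirmed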;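 also: 0% = low Mg2+ inducing control and 100% = high Mg2+ repressing control; strong numbers were not always called active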
Siah-1 displacement = Siah-1 peptide-binding antagonists, primary screen, biochemical, fluorescence polarization, rhodamine-plectin, uHTS (AID 1817). E3 ubiquitin-protein ligase SIAH1 (Homo sapiens). Siah-1 / rhodamine-plectin peptide fluorescence polarization; higher % means a stronger effect. displacement, % at 20 µM; hits with a dose series show IC50 in µM. 0.02% of 290,000 active;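 active = displacement of at least 50% at 20 µM, with a fluorescence ratio check between 0.3 and a set limit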;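 also: plate controls were Siah plus tracer with DMSO for no effect and tracer alone without Siah for full effect; strong numbers were not always called active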
Myeloid diff MLP = induction of myeloid progenitor differentiation, primary screen, cell-based, flow cytometry, MLPCN library | 1% of 360,000 active | ER-HoxA9 myeloid progenitors, lysozyme-GFP differentiation | calls only at 10 µM;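 active = normalized GFP-positive differentiation at or above the plate's own cutoff, the solvent-only control mean plus 3 SD; inconclusive = no clear call, values can overlap the other calls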;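 also: cells exposed to compound for four days before flow analysis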
MgcRacGAP inhibition = MgcRacGAP GTPase-activating activity inhibitors, confirmation, biochemical, ADP Hunter fluorescence. Rac GTPase-activating protein 1 (Homo sapiens). MgcRacGAP-stimulated Rac1 GTP hydrolysis, ADP Hunter fluorescence; higher % means a stronger effect; GST-tagged Rac1 F28L mutant substrate. one-dose inhibition, % at 30 µM; IC50 in µM for titrated hits. 0.6% of 340,000 active. AID 624330, 2012;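 active = first-screen hits whose inhibition reached a set limit at any dose in the follow-up dose series; inconclusive = inhibition above the set first-screen limit but never retested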;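 also: fluorescence reports GDP produced by GAP-driven GTP hydrolysis; strong numbers were not always called active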
GPR55 antagonists = GPR55 antagonists blocking LPI-driven arrestin recruitment, primary screen, imaging, U2OS, beta-arrestin-GFP, LPI agonist (AID 2013) | 0.13% of 290,000 active | inhibition, % at 10 µM; hits with a dose series show IC50 in µM | U2OS GPR55 beta-arrestin-GFP translocation imaging, LPI antagonism; higher % means a stronger effect | G-protein coupled receptor 55 (Homo sapiens);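 active = spots per cell inhibited over 60%, with over 100 cells counted and total cytoplasm intensity under 500,000; inconclusive = wells with under 100 cells, flagged as likely toxic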;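 also: U2OS cells stably carrying GPR55 and arrestin-GFP stimulated by 5 µM LPI near EC80; imaged beta-arrestin-GFP aggregate spots per cell after agonist stimulation; plate controls were LPI-stimulated DMSO wells for no effect and DMSO wells without LPI for full effect; some results filed as inactive read as strong as hits; confirmed hits need IC50 under 10 µM and bright autofluorescent wells are also inconclusive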
HIV fusion peptide = inhibitors of HIV fusion peptide binding, primary screen, biochemical, uHTS, fluorescence dequenching (AID 1986) | cell-free peptide binding, fluorescence dequenching, 30 min; higher % means a stronger effect | one-dose inhibition, % at 20 µM; IC50 in µM for titrated hits | 0.3% of 290,000 active; in the data active = inhibition mostly above about 52%, no sharp cut-off; inactive = mostly below about 76%; also: some results filed as inactive read as strong as hits
GPR35 arrestin U2OS = GPR35 antagonists blocking zaprinast-driven arrestin recruitment, primary screen, imaging, U2OS, beta-arrestin-GFP, zaprinast agonist (AID 2058) | G-protein coupled receptor 35 (Homo sapiens) | 0.052% of 290,000 active | U2OS GPR35 beta-arrestin-GFP translocation imaging, zaprinast antagonism; higher % means a stronger effect | inhibition, % at 10 µM; hits with a dose series show IC50 in µM;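 active = inhibition of at least 50% with at least 30 cells and total cytoplasm GFP at most 10,000,000; inconclusive = under 30 cells or total GFP of 10,000,000 plus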
NTR1 agonist cell count 20 µM = also measured in NTR1 agonist; calls as there; cell count; measured here: cell count, cytotoxicity flag
Myeloid diff MLP GFP+ MAC1+ % = also measured in Myeloid diff MLP; calls as there; GFP+ MAC1+ double positive, %; measured here: differentiation confirmed by MAC1 staining
* hit, by the source's call.

`Cn1cc(CCC(=O)N2CCCC(C(=O)c3ccc(C(C)(C)C)cc3)C2)cn1` (centres undefined) gave NTR1 agonist -0.6, LYP inhibition -6.6%, Salmonella PhoP GFP -7.5%, Siah-1 displacement 8.8%, Myeloid diff MLP inactive, MgcRacGAP inhibition 4.0%, GPR55 antagonists -0.7%, HIV fusion peptide -1.5%, GPR35 arrestin U2OS -18.8%, NTR1 agonist cell count 20 µM 81 and Myeloid diff MLP GFP+ MAC1+ % 0.3.
C=CCSc1nnc(N2C(=O)C(O)=C(C(=O)c3ccco3)C2c2ccccc2F)s1 (centres undefined) was read as NTR1 agonist 2.0, LYP inhibition 3.2%, Salmonella PhoP GFP -22.0%, Siah-1 displacement 5.6%, Myeloid diff MLP active, MgcRacGAP inhibition 24.1%, GPR55 antagonists 9.2%, HIV fusion peptide 48.5%, GPR35 arrestin U2OS 0.5%, NTR1 agonist cell count 20 µM 55 and Myeloid diff MLP GFP+ MAC1+ % 2.9*.
`Cc1ccccc1OCC(=O)NNC(=O)CCc1ccccc1` gave NTR1 agonist -1.2, LYP inhibition -8.2%, Salmonella PhoP GFP -6.1%, Siah-1 displacement 2.3%, Myeloid diff MLP inactive, MgcRacGAP inhibition 0.3%, GPR55 antagonists 6.2%, HIV fusion peptide -0.3%, GPR35 arrestin U2OS 15.6%, NTR1 agonist cell count 20 µM 95 and Myeloid diff MLP GFP+ MAC1+ % 0.1.
Screening CCC(C)(C)c1ccc(Oc2ccc(N)cc2)cc1 returned LYP inhibition 9.7%, Salmonella PhoP GFP 16.6%, Siah-1 displacement 4.6%, Myeloid diff MLP inactive, MgcRacGAP inhibition -0.3%, GPR55 antagonists -16.1%, HIV fusion peptide -2.6%, GPR35 arrestin U2OS 6.1% and Myeloid diff MLP GFP+ MAC1+ % 1.4.
For O=C1CC(Nc2ccc3ccccc3c2)C(=O)N1Cc1ccccc1 (centres undefined) the results were NTR1 agonist 4.0, LYP inhibition 5.1%, Salmonella PhoP GFP 19.2%, Siah-1 displacement -5.4%, Myeloid diff MLP inactive, MgcRacGAP inhibition 7.6%, GPR55 antagonists 17.1%, HIV fusion peptide -2.1%, GPR35 arrestin U2OS -4.1%, NTR1 agonist cell count 20 µM 85 and Myeloid diff MLP GFP+ MAC1+ % 2.8.
`Cc1cc(=O)[nH]c(SCc2cccc3cccnc23)n1` gave NTR1 agonist -0.5, LYP inhibition -3.9%, Salmonella PhoP GFP -2.5%, Siah-1 displacement -6.2%, Myeloid diff MLP inactive, MgcRacGAP inhibition 3.1%, GPR55 antagonists 8.9%, HIV fusion peptide -1.4%, GPR35 arrestin U2OS -5.6%, NTR1 agonist cell count 20 µM 24 and Myeloid diff MLP GFP+ MAC1+ % 0.1.
`CC(C)C1O/C(=N/C(=O)Nc2ccc(Cl)c(Cl)c2)NC1=O` (centres undefined) gave NTR1 agonist 0.3, LYP inhibition -9.5%, Salmonella PhoP GFP 10.3%, Siah-1 displacement -0.7%, Myeloid diff MLP inactive, MgcRacGAP inhibition 3.4%, GPR55 antagonists 13.0%, HIV fusion peptide -1.0%, GPR35 arrestin U2OS -0.8%, NTR1 agonist cell count 20 µM 80 and Myeloid diff MLP GFP+ MAC1+ % 0.7.
Screening CCOC(=O)N1CCN(S(=O)(=O)c2ccc(C(=O)Nc3nnc(C4CC4)o3)cc2)CC1 returned NTR1 agonist 0.7, LYP inhibition -2.9%, Salmonella PhoP GFP -2.2%, Siah-1 displacement 9.0%, Myeloid diff MLP inactive, MgcRacGAP inhibition 3.4%, GPR55 antagonists 15.5%, HIV fusion peptide 4.6%, GPR35 arrestin U2OS -10.6%, NTR1 agonist cell count 20 µM 42 and Myeloid diff MLP GFP+ MAC1+ % 0.7.
For Cc1ccc(C)c(-c2nnc(OCC(=O)Nc3cc(C)on3)c3ccccc23)c1 the results were NTR1 agonist -2.5, LYP inhibition 3.0%, Salmonella PhoP GFP 6.0%, Siah-1 displacement -2.6%, Myeloid diff MLP inactive, MgcRacGAP inhibition 1.4%, GPR55 antagonists -4.0%, HIV fusion peptide -0.3%, GPR35 arrestin U2OS -5.7%, NTR1 agonist cell count 20 µM 42 and Myeloid diff MLP GFP+ MAC1+ % 0.9.
O=[N+]([O-])c1cccc(S(=O)(=O)N2CCCC2)c1 was read as NTR1 agonist 3.6, LYP inhibition -9.5%, Salmonella PhoP GFP -0.4%, Siah-1 displacement 10.4%, Myeloid diff MLP inactive, MgcRacGAP inhibition 2.2%, GPR55 antagonists 4.7%, HIV fusion peptide 0.8%, GPR35 arrestin U2OS -13.8%, NTR1 agonist cell count 20 µM 77 and Myeloid diff MLP GFP+ MAC1+ % 0.6.
For CC(=O)c1cccc(NC(=O)CC2S/C(=N/N=C/c3ccccc3)NC2=O)c1 (centres undefined) the results were NTR1 agonist -0.2, LYP inhibition -11.2%, Salmonella PhoP GFP -1.9%, Siah-1 displacement 17.3%, Myeloid diff MLP inactive, MgcRacGAP inhibition 5.6%, GPR55 antagonists 10.1%, HIV fusion peptide 0.2%, GPR35 arrestin U2OS -2.0%, NTR1 agonist cell count 20 µM 72 and Myeloid diff MLP GFP+ MAC1+ % 0.1.
Screening CC(C)(C)NC(=O)NC(=O)COC(=O)c1cccc(S(=O)(=O)N2CCCCC2)c1 returned NTR1 agonist 3.4, LYP inhibition -1.5%, Salmonella PhoP GFP -5.2%, Siah-1 displacement 3.4%, Myeloid diff MLP inactive, MgcRacGAP inhibition 6.9%, GPR55 antagonists 12.8%, HIV fusion peptide 1.0%, GPR35 arrestin U2OS 5.2%, NTR1 agonist cell count 20 µM 82 and Myeloid diff MLP GFP+ MAC1+ % 0.5.
Screening O=C(/C=C/c1ccccc1)N1CCN(c2cccc(Cl)n2)CC1 returned NTR1 agonist -0.8, LYP inhibition 1.5%, Salmonella PhoP GFP -4.4%, Siah-1 displacement -2.5%, Myeloid diff MLP inactive, MgcRacGAP inhibition 7.0%, GPR55 antagonists -2.0%, HIV fusion peptide -0.1%, GPR35 arrestin U2OS 14.5%, NTR1 agonist cell count 20 µM 45 and Myeloid diff MLP GFP+ MAC1+ % 1.1.
Screening C/C1=C\CCC2C(/C=C(\C)CC1)OC(=O)C2CN1CCCCC1 (centres undefined) returned NTR1 agonist -0.2, LYP inhibition -4.3%, Salmonella PhoP GFP -0.6%, Siah-1 displacement 0.4%, Myeloid diff MLP inconclusive, MgcRacGAP inhibition 8.1%, GPR55 antagonists 3.3%, HIV fusion peptide 0.4%, GPR35 arrestin U2OS 4.1% and NTR1 agonist cell count 20 µM 77.
`CCNC(=S)N1CCN(C(=O)c2ccco2)CC1` gave NTR1 agonist -2.1, LYP inhibition -12.1%, Salmonella PhoP GFP 0.8%, Siah-1 displacement 2.4%, Myeloid diff MLP inactive, MgcRacGAP inhibition 8.2%, GPR55 antagonists 17.5%, HIV fusion peptide 26.8%, GPR35 arrestin U2OS -0.6%, NTR1 agonist cell count 20 µM 41 and Myeloid diff MLP GFP+ MAC1+ % 6.8.
CCc1nc(SCc2cccnc2)c(C#N)cc1C was read as NTR1 agonist -0.5, LYP inhibition -2.5%, Salmonella PhoP GFP 1.7%, Siah-1 displacement -0.9%, Myeloid diff MLP inactive, MgcRacGAP inhibition -2.5%, GPR55 antagonists -9.2%, HIV fusion peptide -0.6%, GPR35 arrestin U2OS 1.4%, NTR1 agonist cell count 20 µM 52 and Myeloid diff MLP GFP+ MAC1+ % 4.6.
For O=C1N[C@@H](Cc2ccccc2)C(=O)N2[C@@H]3N(S(=O)(=O)c4ccc(F)cc4)c4ccccc4[C@]3(Br)C[C@@H]12 the results were NTR1 agonist 9.5, Salmonella PhoP GFP -3.1%, Myeloid diff MLP inactive, MgcRacGAP inhibition 1.5%, NTR1 agonist cell count 20 µM 101 and Myeloid diff MLP GFP+ MAC1+ % 2.2.
For O=C(CSc1nc(-c2ccco2)cc(C(F)(F)F)n1)NCCN1CCOCC1 the results were NTR1 agonist 0.8, LYP inhibition -6.3%, Salmonella PhoP GFP 8.1%, Siah-1 displacement 1.0%, Myeloid diff MLP inactive, MgcRacGAP inhibition 12.6%, GPR55 antagonists 3.6%, HIV fusion peptide -2.2%, GPR35 arrestin U2OS 4.4%, NTR1 agonist cell count 20 µM 80 and Myeloid diff MLP GFP+ MAC1+ % 0.9.
`CCCC[C@@H]1CNC(=S)N1CC1CCCCC1` gave NTR1 agonist -3.3, LYP inhibition -10.6%, Salmonella PhoP GFP -2.9%, Siah-1 displacement 6.6%, Myeloid diff MLP inactive, MgcRacGAP inhibition 10.0%, GPR55 antagonists -0.4%, HIV fusion peptide -0.6%, GPR35 arrestin U2OS -6.7%, NTR1 agonist cell count 20 µM 80 and Myeloid diff MLP GFP+ MAC1+ % 1.9.
O=C(/C=C/c1ccccc1)OCC(=O)c1ccc[nH]1 was read as NTR1 agonist -0.4, Salmonella PhoP GFP -4.7%, Myeloid diff MLP inactive, MgcRacGAP inhibition -0.2%, NTR1 agonist cell count 20 µM 59 and Myeloid diff MLP GFP+ MAC1+ % 0.4.
For COc1ccc(O)c(-c2cc(-c3ccccc3Cl)[nH]n2)c1 the results were NTR1 agonist 9.8, LYP inhibition -5.2%, Salmonella PhoP GFP -1.7%, Siah-1 displacement -4.6%, Myeloid diff MLP inactive, MgcRacGAP inhibition 15.7%, GPR55 antagonists -2.6%, HIV fusion peptide -1.9%, GPR35 arrestin U2OS 34.8%, NTR1 agonist cell count 20 µM 48 and Myeloid diff MLP GFP+ MAC1+ % 0.8.
